# High-throughput results from PubChem BioAssay.
# Epigenetic reg – epigenetic control regulation, reporter derepression. murine LDR cells, GFP reporter derepression, 30 h. 280,000 compounds, 0.2% hits. Potency, µM (highest dose often 53.9 µM), without a hit: at the highest dose GFP activation, actives largely listed as activators. AID 1865; also: potency is read from the fitted curve at half-maximal effect; % of control where 0% means no effect; nearly all actives have a fitted effect of over 60% in size
#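 Murine LDR cells bearing a silenced CMV-driven GFP reporter were exposed to compound for 30 h at 37 C. After PBS washes, GFP-positive cells (20-120 um objects) counted by laser-scanning microplate cytometry.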
# GLA spleen mod – inhibits or activates alpha-galactosidase in human spleen homogenate. Potency, µM (titrated, usually from 80 µM), for inactives: top-dose activity change, negative = inhibition, usual class: inhibitors. AID 2107. human spleen homogenate, 4MU-alpha-Gal fluorescence, 40 min. P06280. 240,000 compounds, 0.008% hits;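 also: potency is read from the fitted curve at half-maximal effect; 0% = enzyme with vehicle and -100% = no enzyme basal signal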
# Target sequence (P06280 32-429 limits assumed): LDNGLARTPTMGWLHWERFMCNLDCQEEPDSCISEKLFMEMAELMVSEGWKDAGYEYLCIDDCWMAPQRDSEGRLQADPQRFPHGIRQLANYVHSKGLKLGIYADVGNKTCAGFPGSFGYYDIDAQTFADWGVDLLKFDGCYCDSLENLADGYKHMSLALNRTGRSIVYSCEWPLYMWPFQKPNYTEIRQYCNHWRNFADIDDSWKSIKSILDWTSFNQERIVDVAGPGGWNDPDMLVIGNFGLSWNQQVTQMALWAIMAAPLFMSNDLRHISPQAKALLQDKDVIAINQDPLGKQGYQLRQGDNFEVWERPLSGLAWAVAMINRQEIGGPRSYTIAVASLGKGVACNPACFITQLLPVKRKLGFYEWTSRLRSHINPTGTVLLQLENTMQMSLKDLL
#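 Human spleen homogenate (1 ug) was the enzyme source, with 4-methylumbelliferyl-alpha-D-galactopyranoside (1 mM final) in pH 5.0 citrate buffer with 0.01% Tween-20. Compounds were titrated; after 40 min at 37C, NaOH/glycine stop, 4-MU fluorescence read; AC50 from Hill fits.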
# CBFb RUNX1 block – inhibitors of human CBF-beta and RUNX1 interaction | AlphaScreen CBFb-His/RUNX1-biotin binding, biochemical | Potency, µM (series often up to 59.8 µM), inactives show top-dose activity, negative = inhibition, hits mostly inhibitors | 230,000 tested, under 10 active; also: % of control where 0% means no effect
# Target sequence (Q01196 whole entry, looked up): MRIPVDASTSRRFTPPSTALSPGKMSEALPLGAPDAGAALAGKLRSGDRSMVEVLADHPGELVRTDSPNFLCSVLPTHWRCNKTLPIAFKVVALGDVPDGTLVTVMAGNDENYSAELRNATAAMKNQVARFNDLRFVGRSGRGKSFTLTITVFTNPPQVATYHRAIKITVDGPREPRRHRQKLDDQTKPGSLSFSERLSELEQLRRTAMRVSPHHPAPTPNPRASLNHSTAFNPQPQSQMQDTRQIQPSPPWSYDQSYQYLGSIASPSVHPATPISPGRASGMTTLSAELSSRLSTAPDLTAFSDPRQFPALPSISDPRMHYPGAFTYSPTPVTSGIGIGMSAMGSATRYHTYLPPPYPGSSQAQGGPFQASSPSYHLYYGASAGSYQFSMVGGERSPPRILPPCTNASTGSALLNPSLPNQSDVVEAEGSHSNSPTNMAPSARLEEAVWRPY
# Target sequence (Q13951 whole entry, looked up): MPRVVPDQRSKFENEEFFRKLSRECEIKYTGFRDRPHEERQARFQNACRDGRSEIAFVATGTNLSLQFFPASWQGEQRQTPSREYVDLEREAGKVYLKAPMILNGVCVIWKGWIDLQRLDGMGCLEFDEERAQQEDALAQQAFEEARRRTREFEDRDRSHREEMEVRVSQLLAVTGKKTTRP
#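 Interaction loss through any mechanism counts as activity. Pre-formed complex of His-CBF-beta and biotin-RUNX1 (30 nM apiece) is incubated with compound 15 min, then with 50 ng nickel and 50 ng streptavidin beads for 90 min before AlphaScreen detection.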
# Tau fibril FP – inhibitors of human tau fibril formation; K18 P301L tau heparin fibrillization, Alexa594 FP, 6 h; Potency, µM (highest dose often 57.7 µM), for the others: at the top dose activity, negative = inhibition, most hits filed as inhibitors; P10636; 280,000 compounds, 0.39% hits; also: potency is read from the fitted curve at half-maximal effect; % is scaled to controls: 0 for no effect and ±100 for the full control effect; nearly all actives have a fitted effect of over 55% in size
#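 FP of Alexa 594-tau after heparin (20 uM) induction. Substrate: human K18 P301L, 15 uM unlabeled, 0.24 uM labeled. Buffer 100 mM sodium acetate pH 7. 6 hr, 37 C.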
# NPSR antagonist – antagonists of human neuropeptide S receptor cAMP signaling; 220,000 compounds, 1% hits; Q6W5P4; Potency, µM (doses to about 38.3 µM), inactives show top-dose activity change, negative = inhibition, actives largely listed as inhibitors; CHO-NPSR cells, cAMP TR-FRET, antagonist mode; AID 1461; also: potency is read from the fitted curve at half-maximal effect; % is scaled to controls: 0 for no effect and ±100 for the full control effect; nearly all actives have a fitted effect of over 50% in size; many of its hits are not listed in these tables
# TR SRC2 fluor cs – alters Texas Red total fluorescence, flagging assay interference; TRb/SRC2 Texas Red total fluorescence interference; 280,000 compounds, 0.29% hits; AID 1479; Potency, µM (doses to about 106 µM), without a hit: at the top dose fluorescence change, negative = quenching; active = well fitted curve in either direction with a large enough effect; inconclusive = small, poorly fitted or top-dose-only effect; also: potency is read from the fitted curve at half-maximal effect; % is scaled to controls: 0 for no effect and ±100 for the full control effect
#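 Flags fluorescent or light-absorbing compounds by total fluorescence, S + 2P, at 555 nm excitation and 632 nm emission. Mixture: 20 nM Texas Red SRC2 peptide, 0.6 uM human TRb LBD, 1 uM T3, 5% DMSO; compound exposure 5 h at ambient temperature.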
# Tau fluor cs – counter-screen for tau fibril formation inhibitors; tau K18 P301L (four-repeat tau fragment) Alexa594 fluorescence, heparin fibrillization; Potency, µM (titrated, usually from 57.7 µM), inactives show at the highest dose activity change, negative = decrease; 280,000 compounds, 0.93% hits; also: potency is read from the fitted curve at half-maximal effect; % is scaled to controls: 0 for no effect and ±100 for the full control effect; nearly all actives have a fitted effect of over 55% in size
#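 Human K18 P301L tau (15 uM unlabeled plus 0.24 uM Alexa 594-labeled, final) in 100 mM sodium acetate pH 7 was mixed with compound and 20 uM heparin and incubated 6 hr at 37 C.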
# TRb SRC2 PPI – disrupts binding of human TR beta to SRC2; Potency, µM (doses to about 106 µM), inactives show at the top dose activity change, negative = inhibition, actives largely listed as inhibitors; AID 1469; P10828; TRbeta-SRC2 peptide binding, fluorescence polarization; receptor liganded with 1 µM T3; 280,000 compounds, 0.065% hits;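 also: potency is read from the fitted curve at half-maximal effect; plate controls were bound peptide for no effect and peptide without receptor for full effect; nearly all actives have a fitted effect of over 50% in size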
#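 Human TRb LBD (0.6 uM) plus Texas Red-labeled SRC2 peptide (20 nM), 1uM T3, 5% DMSO, 5 hr at ambient temperature. Decreased polarization (555/632 nm) flags inhibition; data normalized to free and bound peptide controls.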
# Active calls of the source: *; ? = inconclusive; . = not tested or not shown; [ ] = dose if it differs, or a comment. Unless noted, calls follow the shape of the dose curve; as a rule, active = well fitted curve in the direction sought with a large enough effect; inconclusive = small, poorly fitted or top-dose-only effect, or another doubt; inactive = no such curve, though single readings can be large; an effect the other way counts as inactive or inconclusive. The list is partial. The share of hits here may be higher or lower than overall.
Compound	Epigenetic reg	GLA spleen mod	CBFb RUNX1 block	Tau fibril FP	NPSR antagonist	TR SRC2 fluor cs	Tau fluor cs	TRb SRC2 PPI
CC(NC(=O)C1CCC(=O)N1Cc1ccc(F)cc1)c1ccc2c(c1)OCCO2 (stereo not given)	1.0%	-3%	3%	-2%	-5%[46.1 µM]	1%	-2%	-3%
O=c1c2[nH]c3ccccc3c2ncn1CCCn1ccnc1	-11%	12%	10%	1%	-5%[46.1 µM]	0%	7%	-1%
COc1cccc(-c2nnc3sc(-c4ccc(C)cc4)nn23)c1	1.0%	3%	3%	0%	?	-11%	-5%	-5%
O=C(CSc1ccc2nnc(-c3cccc(F)c3)n2n1)NCc1ccco1	2.5%	3%	-6%	-8%	-17%[46.1 µM]	0%	-3%	-3%
CCc1ccc(C(=O)c2cn(CC(=O)NC3CCCCC3)c3nc(C)ccc3c2=O)cc1	11%	.	.	?	.	-2%	-15%	4%
Cc1ccc2c(=O)cc(CSc3ccccc3)[nH]c2c1C	5.1%	.	.	?	.	0%	-18%	-1%
C=CCNCCCCOc1c(Cl)cc(C)cc1Br	-2.2%	-9%	0%	0%	9%[46.1 µM]	-5%	-2%	4%
CCOc1ccc2nc(N(Cc3cccnc3)C(=O)c3ccc4c(c3)OCCO4)sc2c1	1.5%	.	.	-4%	.	-3%	-13%	0%
O=C(O)C1C2CCC(O2)C1C(=O)NCc1ccncc1 (stereo not given)	0.7%	-6%	-5%	-4%	6%[46.1 µM]	-1%	-7%	-7%
CC(Oc1ccc(F)cc1)C(=O)/C=C\N(C)C (stereo not given)	-0.9%	-6%	3%	-10%	-12%[46.1 µM]	0%	-11%	-7%
CC(C)N1CCC(N2CCN(Cc3cccc4nonc34)CC2CCO)CC1 (stereo not given)	1.0%	-10%	-2%	13%	12%	0%	2%	-1%
COc1ccccc1CNC(=O)c1cccc(Nc2nc3ccccc3n3nnnc23)c1	?	.	.	-3%	.	-1%	-16%	0%
COc1ccc(OC)c(NC(=O)Nc2cc(C(=O)O)ccc2C)c1	-0.2%	-3%	-2%	-4%	12%	-1%	-3%	9%
CC(NC(=O)c1ccc(F)cc1)c1ccccc1 (stereo not given)	-1.2%	4%	4%	-7%	-2%[46.1 µM]	-7%	-1%	-1%
CCOC(=O)C1=C(C)NC(=S)NC1/C=C/c1ccccc1 (stereo not given)	0.0%	3%	-7%	6%	-22%[46.1 µM]	5%	2%	0%
COCCCNC(=O)c1c(N)n(-c2ccc3c(c2)OCO3)c2nc3ccccc3nc12	0.7%	14%	3%	9%	-13%[46.1 µM]	-4%	-19%	3%
NC(=O)c1cc[n+](CC2=C(C(=O)O)N3C(=O)C(NC(=O)C(c4ccccc4)S(=O)(=O)[O-])C3SC2)cc1 (stereo not given)	0.8%	5%	-3%	?	.	0%	-16%	1%
Cc1cccc(OCC(=O)N(Cc2ccc(N(C)C)cc2)C2CCS(=O)(=O)C2)c1 (stereo not given)	-1.0%	-1%	0%	2%	21%	-6%	-8%	7%
CC1(c2ccccc2)NC(=O)N(CC(=O)NCCC2=CCCCC2)C1=O (stereo not given)	16%	-6%	2%	-2%	-5%[46.1 µM]	1%	-1%	11%
CCc1ccc(NC(=O)c2cc(S(=O)(=O)N3CCCCCC3)ccc2F)cc1	4.7%	.	.	-1%	.	1%	-20%	2%

# 3 entries out of the list, arranged by SMILES length, highest first:
Compound	Epigenetic reg	GLA spleen mod	CBFb RUNX1 block	Tau fibril FP	NPSR antagonist	TR SRC2 fluor cs	Tau fluor cs	TRb SRC2 PPI
CCc1ccc(C(=O)c2cn(CC(=O)NC3CCCCC3)c3nc(C)ccc3c2=O)cc1	11%	.	.	?	.	-2%	-15%	4%
COc1ccc(OC)c(NC(=O)Nc2cc(C(=O)O)ccc2C)c1	-0.2%	-3%	-2%	-4%	12%	-1%	-3%	9%
O=C(O)C1C2CCC(O2)C1C(=O)NCc1ccncc1 (stereo not given)	0.7%	-6%	-5%	-4%	6%[46.1 µM]	-1%	-7%	-7%

# New compounds follow:
Compound	Epigenetic reg	GLA spleen mod	CBFb RUNX1 block	Tau fibril FP	NPSR antagonist	TR SRC2 fluor cs	Tau fluor cs	TRb SRC2 PPI
Cc1cccc(OCC(=O)NCC2(N3CCN(C)CC3)CCCCC2)c1	2.4%	.	.	2%	.	-16%	-3%	-4%
Cc1ccc(C(=O)COC(=O)c2cn(-c3ccccc3)nc2-c2ccccc2)cc1[N+](=O)[O-]	-0.9%	0%	-14%	-24%	6%	1%	?	-4%
CCO[C@H]1OC(C(=O)N2CCOCC2)=C[C@@H](c2coc3ccccc3c2=O)[C@@H]1CCCO	-1.5%	12%	5%	6%	17%	-1%	9%	-7%
CCOC(=O)c1cnc2c(C)cc(C)cc2c1Nc1ccc(N2CCOCC2)cc1	0.3%	.	.	?	.	6%	?	4%
CCCCOc1cccc(C(=O)Nc2cccc3ccc(C)nc23)c1	-4.5%	.	.	5%	.	-1%	5%	-6%
COc1ccc(-c2nc3n(n2)C(c2cccc(C)c2)C(C(N)=O)=C(C)N3)cc1OC (stereo not given)	2.2%	.	.	-4%	.	0%	-10%	9%
CC(C(=O)Nc1cccc([N+](=O)[O-])c1)n1nnc2ccccc21 (stereo not given)	-0.3%	3%	0%	4%	-17%[46.1 µM]	0%	-5%	3%
CC(=O)c1cccc(NS(=O)(=O)c2cc(-c3cnc(C4CC4)o3)ccc2C)c1	1.2%	.	.	11%	.	0%	-29%	-11%
O=C(c1ccccc1F)N1CCOCC1	1.1%	7%	3%	-4%	-9%	2%	0%	0%
CCc1ccc(NC(=O)Cn2c(=O)n(Cc3ccccc3)c(=O)c3oc4ccccc4c32)cc1	13%	.	.	?	.	-1%	-14%	5%
O=[N+]([O-])c1ccc2c(c1)OCCOCCOCCOCCOCCOCCO2	-3.2%	8%	3%	3%	9%	-3%	-5%	-10%
COc1ccc(Nc2ncnc3c2cnn3Cc2ccc(C)cc2)cc1	0.1%	-3%	-6%	?	-28%[46.1 µM]	-3%	?	-1%
O=C(O)C1Nc2c(O)cc(Cl)c([N+](=O)[O-])c2C2C=CCC12 (stereo not given)	5.3%	4%	.	14µM*	-11%	13µM*[quencher]	7.1µM*[quencher]	?
COCC(=O)OCC(=O)Nc1cc(C)c(C)cc1[N+](=O)[O-]	0.2%	-1%	?	3%	11%	-1%[53 µM]	0%	-4%[53 µM]
CCN1/C(=C/c2ccc3cccc(C)c3[n+]2CC)Sc2ccccc21	?	-3%	-9%	?	10µM*	-1%	18%	0%
Cc1ccsc1/C=N/Nc1nc(Cl)c(Cl)cc1Cl	-2.3%	4%	4%	7%	-10%[46.1 µM]	-1%	-20%	-8%
CCOC(=O)C(=O)Nc1cc(C)nn1-c1nc2ccccc2[nH]1	3.5%	-2%	-26%	7%	-11%	-2%	-15%	-10%
Cc1cc(C)nc(N2CCC(C(=O)NCC3CCCCC3)CC2)n1	0.0%	9%	-1%	-2%	3%[46.1 µM]	0%	6%	-3%
CCN1C(=O)[C@H]2[C@H]3[C@H](O)[C@H](O)C/C(=N/OCC(C)C)[C@H]3CC[C@@H]2C1=O	1.1%[10.1 µM]	3%[17.5 µM]	6%[13.1 µM]	0%[11.6 µM]	.	2%[11.2 µM]	-1%[11.6 µM]	1%[11.2 µM]
Nc1nc(NC(=O)c2ccc(Cl)cc2)nn1-c1ccccc1	-0.6%	-5%	-1%	0%	10%	1%	-7%	-8%
COC(=O)CNC(=O)C(NC(=O)OCc1ccccc1)C(C)C (stereo not given)	-2.1%	7%	-5%	2%	-2%	-2%	6%	3%
COc1ccc(N2CCN(C(=O)CCCN3C(=O)c4cccc5cccc(c45)C3=O)CC2)cc1	5.6%	5%	-1%	-2%	-19%[46.1 µM]	-2%[53 µM]	-21%	-15%[53 µM]
CCN1CCc2c(sc(NC(=O)CSc3ccccc3)c2-c2nc3ccccc3s2)C1	0.89µM*	.	.	-7%	.	-1%	-6%	-7%
COc1ccc(NC(=O)C(C)Sc2nnc3c4c(nc(-c5ccc(OC)cc5)n23)CC(C)(C)OC4)cc1 (stereo not given)	-0.9%	4%	-3%	6%	-19%[46.1 µM]	-8%	-1%	3%
Cc1cccc(CNC(=O)c2ccc(Cn3c(SCc4cccc(F)c4)nc4cccnc43)cc2)c1	-2.9%	.	.	-2%	.	?	-23%	-6%
COc1ccc(CCN=C(N)NS(=O)(=O)c2ccccc2)cc1	1.1%	7%	-16%	-2%	3%	-4%	4%	4%
Cc1nc(N/N=C/c2ccccn2)sc1C	8.0%	9%	?	2%	4µM*	-9%	-22%	7%
CCN(CC)C(=O)CSc1nc(-c2ccccc2F)nc2c1Cc1c(CO)cnc(C)c1O2	3.0%	.	.	-6%	.	-1%	-5%	4%
O=C(Cn1ncc2c(=O)oc3ccccc3c21)N1CCN(C(=O)c2ccco2)CC1	0.0%	3%	4%	?	-7%[46.1 µM]	-4%	-7%	-3%
CNC(=O)C(=O)NCC1OCCCN1S(=O)(=O)c1cccs1 (stereo not given)	0.0%	-1%	4%	4%	11%	0%[53 µM]	9%	-1%[53 µM]
COc1ccc(C(=O)Nc2nonc2-c2ccc(OC)c(OC)c2)cc1Cl	-3.6%	.	.	?	.	0%	-13%	-10%
Cc1nc(SCC(=O)NC(C)(C)C)c2c(-c3cccs3)csc2n1	1.1%	-3%	4%	2%	-15%	-1%	-7%	1%
COc1ccc(C)cc1NS(=O)(=O)c1ccc2c3c(cccc13)C(=O)N2	0.8%	.	.	-11%	.	-8%	-24%	-10%
Cc1ccccc1NC(=O)CN1C(=O)C(C)(C)c2ccccc21	1.4%	.	.	-19%	.	-1%	-10%	-1%
COc1cc(/C=C2\COC/C(=C\c3ccc(O)c(OC)c3)C2=O)ccc1O	1.1%	-2%	4%	?	?	-10%	?	-7%
O=C(O)COc1ccccc1/C=N/NC(=O)CSc1nc2ccccc2c(=O)n1-c1ccccc1	-0.1%	0%	3%	1%	16%	0%	-12%	0%
CC[n+]1c(C)n(C)c2cc(S(=O)(=O)N(C)C)ccc21	0.1%	-1%	8%	-3%	7%	-4%	-8%	5%
